CXCR6 block: inhibitors of human CXCR6 receptor. inhibition, % at 20 µM. CHO-K1 PathHunter CXCR6 beta-arrestin, luminescence. hit rate 0.36% among 360,000. O00574; in the data active = inhibition above about 34%, passing the limit was not always enough;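 also: antagonist mode with CXCL16 agonist at 10 nM final; 0% = 10 nM CXCL16 with DMSO and 100% = unstimulated wells without agonist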
Target sequence (O00574 whole entry, looked up): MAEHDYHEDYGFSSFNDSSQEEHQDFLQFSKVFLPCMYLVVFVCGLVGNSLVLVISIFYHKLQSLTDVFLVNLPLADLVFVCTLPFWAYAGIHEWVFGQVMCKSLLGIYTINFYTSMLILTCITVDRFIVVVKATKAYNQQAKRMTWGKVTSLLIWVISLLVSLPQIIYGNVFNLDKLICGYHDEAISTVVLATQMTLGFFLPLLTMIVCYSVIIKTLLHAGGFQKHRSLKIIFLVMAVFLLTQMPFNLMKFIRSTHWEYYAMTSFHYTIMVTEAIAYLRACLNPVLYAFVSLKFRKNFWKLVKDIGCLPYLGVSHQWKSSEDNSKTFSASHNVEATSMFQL
Gli-Sufu antag: antagonists of Gli-Sufu signaling; AID 588413; hit rate 0.74% among 340,000; Sufu-KO-LIGHT fibroblasts, Gli luciferase reporter luminescence; inhibition, % at 5 µM;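 active = inhibition above about 55%, limit read from the data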;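 also: 0% = DMSO-treated cells and 100% = wells with medium but no cells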
UPR CHOP act: apoptotic UPR (CHOP) activation. activation, % at 10 µM. AID 449763. hit rate 0.34% among 330,000. CHO-CHOP luciferase reporter, luminescence; percent of tunicamycin response over DMSO baseline;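 active = at 10 µM dose, activation of 40% or more, normalized to positive control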;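 also: 100% = tunicamycin at 10 µg/mL and 0% = DMSO alone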
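Dosing – one dose, 10 µM in 0.5% DMSO · System – CHO-CHOP cells, stable luciferase reporter of PERK-eIF2a-CHOP signalling · Input – 500 cells/well · Control set – tunicamycin 10 µg/mL final as positive, DMSO-only wells as negative · Timing – 6 h compound treatment, 37 °C · Measure – % activation vs tunicamycin · Technique – luminescence read with Steady-Glo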
XBP1 UPR activ: adaptive UPR (XBP1) activation; hit rate 0.33% among 330,000; activation, % at 20 µM; CHO-XBP1 luciferase reporter, IRE1-XBP1 UPR activation, luminescence; percent of tunicamycin response, DMSO as zero;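 active = versus positive control, 20 µM dose yields 30% or more activation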;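 also: 100% = tunicamycin at 10 µg/mL and 0% = DMSO only wells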
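Assay system: IRE1-XBP1 luciferase reporter CHO line. Input: 1000 cells/well. Buffer or medium: F12 with 10% serum. Doses: 20 µM, 1% DMSO. Times: overnight seeding at 37 °C, 6 h compound treatment at 37 °C. Technique: Steady-Glo luciferase glow luminescence, 10 min after reagent addition.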
Mdm2-MdmX inh: human Mdm2/MdmX binding inhibition; inhibition, % at 8 µM; hit rate 3% among 330,000; O15151+Q00987; SaOS-2 split-luciferase Mdm2/MdmX complementation, luminescence;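 active = inhibition of at least 50% at 8 µM in the primary screen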
697 NFkB inh: lowers PMA/ionomycin-induced NF-kB signal in 697 B cells; 697 B-cell NF-kB luciferase reporter, 16 h; inhibition, % at 4 µM; hit rate 0.33% among 330,000; AID 435022; in the data active = inhibition above about 35%
EBI2 antag: blocks human EBI2 receptor beta-arrestin signaling; P32249; EBI2 beta-arrestin recruitment, luminescence, 7a,25-OHC stimulated; inhibition, % at 5 µM; hit rate 0.81% among 360,000; in the data active = inhibition above about 38%;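 also: enzyme fragment complementation signal reports receptor beta-arrestin coupling in cells; 0% = agonist plus DMSO wells and 100% = wells without agonist; some results beyond the cut were filed as inactive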
Target sequence (P32249 whole entry, looked up, the tested form may be a part): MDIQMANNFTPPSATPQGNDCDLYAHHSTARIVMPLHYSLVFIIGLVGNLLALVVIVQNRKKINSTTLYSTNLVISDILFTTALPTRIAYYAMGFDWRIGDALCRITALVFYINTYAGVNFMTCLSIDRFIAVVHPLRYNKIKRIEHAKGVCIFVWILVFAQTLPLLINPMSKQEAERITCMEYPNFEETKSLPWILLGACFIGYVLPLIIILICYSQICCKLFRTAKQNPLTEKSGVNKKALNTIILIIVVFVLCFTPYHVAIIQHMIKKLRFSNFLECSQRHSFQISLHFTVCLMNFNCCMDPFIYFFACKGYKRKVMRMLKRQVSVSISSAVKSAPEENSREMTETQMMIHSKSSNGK
CCR6 antag: CCR6 (human) receptor antagonism. CHO-K1 CCR6 PathHunter beta-arrestin, luminescence, CCL20-stimulated. inhibition, % at 20 µM. hit rate 0.49% among 340,000. AID 493098;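 active = compounds whose inhibition of the agonist-driven luminescence signal at 20 µM reaches about 50%, limit read from the data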;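 also: cells stimulated with CCL20 at 14 nM final; plate controls were DMSO with CCL20 for no effect and DMSO without agonist for full effect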
Jurkat NFkB inh: lowers PMA/ionomycin-induced NF-kB signal in Jurkat cells; PMA/ionomycin-induced NF-kB luciferase reporter, luminescence; inhibition, % at 4 µM; hit rate 0.53% among 330,000; AID 435003; in the data active = inhibition above about 50%
* marks the source's active call; other numbers are inactive results; nt = no result given.

SMILES	CXCR6 block	Gli-Sufu antag	UPR CHOP act	XBP1 UPR activ	Mdm2-MdmX inh	697 NFkB inh	EBI2 antag	CCR6 antag	Jurkat NFkB inh
O=C(CCNC(=O)c1ccccc1Cl)OCC(=O)c1ccccc1	4	-3	-0.2	-2	4	13	4	-3	-1
CCc1ccc(C2C3=C(CC(C)(C)CC3=O)OC3=C2C(=O)CC(C)(C)C3)cc1	-7	15	-0.8	-3	-2	0	-18	22	-4
COC(=O)[C@H](Cc1ccccc1)NC(=O)N1CCCCC1	8	4	3.8	0	18	-3	-5	0	1
NC1=NC(=O)/C(=C\c2ccco2)S1	-4	13	1.5	-1	-23	-13	-4	-2	-3
O=C(N/N=C/C(Br)=C/c1ccccc1)c1ccccc1[N+](=O)[O-]	-11	1	-0.2	-1	7	-23	-5	7	0
COc1ccc(C2=CC3=C(Br)C(=O)C(C)(O)C(=O)C3=CO2)cc1 (stereo unspecified)	1	-1	2.5	-2	10	4	-12	-1	-8
COc1cccc(NC(=O)CN(C)C(=O)c2ccc(OCC3CCCO3)cc2)c1 (stereo unspecified)	-2	-6	-0.9	-1	11	3	10	14	-16
CCCCC(=O)Oc1c(S(=O)(=O)c2ccccc2)c(C)nn1C(C)(C)C	8	45	3.1	-5	32	16	-10	21	6
Cc1cc(NC(=O)c2ccc(Cl)cc2)n(CCC#N)n1	-10	0	0.8	1	-1	4	-6	4	13
CNC(=O)c1[nH]cnc1C(=O)Nc1ccccn1	-2	33	-0.9	0	23	10	-2	-3	-7

Whole records, quoted from the list. Order of values: CXCR6 block, Gli-Sufu antag, UPR CHOP act, XBP1 UPR activ, Mdm2-MdmX inh, 697 NFkB inh, EBI2 antag, CCR6 antag, Jurkat NFkB inh
`COC(=O)[C@H](Cc1ccccc1)NC(=O)N1CCCCC1` is entered as 8, 4, 3.8, 0, 18, -3, -5, 0, 1
`CNC(=O)c1[nH]cnc1C(=O)Nc1ccccn1` is entered as -2, 33, -0.9, 0, 23, 10, -2, -3, -7

The listing picks up with the two entries that preceded the break.
SMILES	CXCR6 block	Gli-Sufu antag	UPR CHOP act	XBP1 UPR activ	Mdm2-MdmX inh	697 NFkB inh	EBI2 antag	CCR6 antag	Jurkat NFkB inh
Cc1cc(NC(=O)c2ccc(Cl)cc2)n(CCC#N)n1	-10	0	0.8	1	-1	4	-6	4	13
CNC(=O)c1[nH]cnc1C(=O)Nc1ccccn1	-2	33	-0.9	0	23	10	-2	-3	-7
O=C(Oc1ccc2c(=O)c(Cl)coc2c1)c1ccncc1	6	25	1.1	1	13	7	-6	1	-4
CCc1c(C)sc(NC(=O)CN2CCN(C(=O)c3ccco3)CC2)c1C(=O)OC	7	22	0.5	-6	-17	-3	-14	10	20
O=[N+]([O-])c1cc(S(=O)(=O)CCCN2CCOCC2)ccc1F	-11	4	8.8	0	5	3	-11	7	3
O=C(Nc1ccc(S(=O)(=O)N2CCCC2)cc1)c1ccc2c(=O)n3c(nc2c1)CCCCC3	-16	23	4.7	0	39	-10	-12	-4	20
O=C(N/N=C/c1ccccc1F)c1cccc2ccccc12	8	-44	2.7	0	22	-54	0	13	-4
CCOc1ccc(-c2cn3ccccc3n2)cc1	-3	-79	-4.1	-4	-135	-197	4	3	-153
COc1ccc(/C=C2\C(=O)N(Cc3ccc(F)cc3)CC(=O)N2Cc2ccccc2)cc1	1	13	1.4	-1	14	5	17	-3	2
CC(C)C[C@H](NC(=O)Nc1ccc2c(c1)OCCO2)C(=O)O	4	3	-0.4	-1	12	19	-4	-3	1
COc1cccc(-c2nc(CS(=O)(=O)CC(=O)Nc3ccccc3Br)c(C)o2)c1	0	6	-0.9	-5	22	-6	4	-13	11
O=C(CSc1ccccn1)Nc1ccc(N2CCOCC2)cc1	6	-5	2.8	0	7	8	-2	13	7
O=[N+]([O-])c1ccc(-c2nc(NCc3ccccc3)c3ccccc3n2)cc1	8	10	2.3	-2	60*	-87	34	4	-55
O=C(NC1CCCCC1)N1CCN(c2ncccn2)CC1	0	4	0.4	-2	24	5	-17	-9	2
CCOc1ccc(-n2c(C)c(C(C)=O)c(C(C)=O)c2C)cc1	-2	5	-1.7	-1	8	-17	-6	-9	1
COc1ccc(N2CCN(C(=O)C3(S(=O)(=O)c4ccc(C)cc4)CC3)CC2)cc1	-10	-4	0.6	-3	13	11	-6	9	24
COc1cc(CN(C)Cc2cc(=O)oc3cc(C)c(Cl)cc23)ccc1OC(F)F	6	5	-0.7	0	-1	6	39	18	16
COc1cc(OC)cc(C(=O)NCC(=O)N2CCN(S(=O)(=O)c3ccccc3F)CC2)c1	-9	-8	1.6	-2	-24	-3	-3	-1	9
CCn1ncc(CNC(=O)C2(C)CC2(Br)Br)c1C (stereo unspecified)	-3	-4	-2.1	-3	-17	-23	-17	-6	10
Cc1cc(NC(=O)CSc2ccccc2)no1	2	-39	-3.4	-2	8	9	0	-3	-22
CCCCCCC/C=N/Nc1nnc(Cc2ccccc2)c(=O)[nH]1	10	20	-0.7	-1	4	3	-11	22	-1
C=CCNC(=S)NNc1nc2c(c(=O)[nH]1)C1(CCCCC1)Cc1ccccc1-2	5	-7	1.1	3	-2	-38	-4	25	-24
O=C(O)C(c1ccccc1)N1C(=O)/C(=C/c2cccs2)SC1=S (stereo unspecified)	4	1	-1.7	-1	4	3	-1	15	4
CCOC(=O)c1c(C)c(C(=O)Nc2ccc(N(C)C)cc2)c(C)n1CC	3	-16	nt	nt	nt	nt	18	-8	nt
CCCn1cc(CN2CCCC(CNC(=O)c3ccc(F)cc3)C2)c(C)n1 (stereo unspecified)	2	17	-0.8	-1	19	3	-1	15	10
COc1ccc(OC)c(NC(=O)C(=O)NCCC2=CCCCC2)c1	-4	-4	0.8	-4	0	18	-9	11	-4
Cc1nn(Cc2ccc(Cl)cc2)c(C)c1NC(=O)c1c(-c2ccccc2)noc1C	-4	13	-0.2	-1	38	3	4	7	7
Cc1[nH]nc(SCC(=O)NCc2ccccc2)c1[N+](=O)[O-]	6	4	3.5	1	0	-1	-13	-3	6
NC(=O)N/N=C/C=C/c1ccccc1	0	-9	-0.4	1	-5	-13	-9	-3	-6
COc1ccc(-c2c(C)c3ccc(OCC(C)=O)cc3oc2=O)cc1	nt	nt	5.7	2	-37	-107	nt	nt	-75
CC(C)(C)c1ccc(C2(C)NC(=O)N(CC(=O)c3ccc[nH]3)C2=O)cc1 (stereo unspecified)	6	7	-0.7	-5	13	-2	9	15	7
COc1ccc(-n2ncc3c2CC(C)(C)CC3NC(=O)C2=CC(=O)CC(C)(C)O2)cc1 (stereo unspecified)	6	15	-0.5	-3	-2	-4	1	8	8
CCOC(=O)c1cnc2c(ccc3ccccc32)c1N	-6	-85	6.7	6	10	-120	17	-11	-166
CCC1CCCCN1C(=O)CSc1nnc(-c2ccc(Cl)s2)o1 (stereo unspecified)	-3	-9	5.7	0	-13	-39	-2	-1	-16
CCOc1ccc(Oc2nc(NCC(C)C)nc(N(C)C)n2)nn1	6	7	-1.5	-1	22	-2	4	1	-2
O=c1[nH]c(C2CCN(S(=O)(=O)c3ccc(S(=O)(=O)NC4CC4)cc3)CC2)nc2c1nnn2Cc1cccc(F)c1	3	-21	-2.4	5	5	4	9	0	16
CCC1=C(OC(=O)N(CC)CC)N2C(=O)OC(=NCCc3c[nH]c4ccccc34)[C@]2(C)[C@H]2C1=CC[C@H]1C(=O)N(C)C(=O)[C@H]12	-1	-7	-1.1	-3	17	19	-5	1	-9
c1ccc(-n2nnnc2-c2cnc(-c3ccncc3)nc2-c2cccs2)cc1	0	12	0.2	1	4	-8	14	12	-14
NC(=O)CC[C@H](NC(=O)c1ccc(F)cc1)C(=O)OCC(=O)Nc1ccc(N2CCOCC2)cc1	-2	22	1.7	1	-11	21	2	1	-5
CN(Cc1ccccc1)C(=O)COC(=O)c1ccccc1SCC(=O)N1CCCC1	-14	11	-0.3	-1	32	6	4	9	-1
Cc1ccc(-n2sc3ccccc3c2=O)cc1S(=O)(=O)N1CCCCC1	20	20	6.0	-3	12	6	43	55*	0
CN(C=O)c1cc([N+](=O)[O-])ccc1OCc1ccccc1	1	-7	nt	nt	nt	nt	-1	13	nt
Cc1ccc(C)c(Cn2c(=O)n(-c3ccc(CC(=O)NCc4ccco4)cc3)c(=O)c3sccc32)c1	7	4	-1.9	-4	21	-29	3	5	-5
CC(C(=O)NN=C(c1ccccc1)c1ccccc1)N1CCOCC1 (stereo unspecified)	-6	-3	-2.1	-5	9	7	-6	0	2
O=C1c2ccccc2S(=O)(=O)N1CC1CC(c2ccccc2Cl)=NO1 (stereo unspecified)	6	-101	3.1	0	-33	-108	2	-16	-2
CNC(=O)c1[nH]cnc1C(=O)Nc1ccc(C)cc1	0	-11	1.1	5	13	-19	-11	-1	-10
C=CCNC(=O)CN1CCC(c2nc3ccccc3[nH]2)CC1	0	27	-1.0	-2	13	-14	5	-5	2
COc1ccc(-n2nc3cc(N)c(Br)cc3n2)cc1	-16	-33	8.3	8	-10	-142	-10	-16	31
CNc1ccncc1S(=O)(=O)NC	-1	-2	-3.5	-2	18	-5	3	-15	2
O=C(CN1C(=O)c2ccccc2C1=O)Nc1cccnc1	-8	64*	0.0	0	13	15	-8	-2	-4
Cc1ccc(S(=O)(=O)N(NC2=NS(=O)(=O)c3ccccc32)C(=O)c2ccccc2)cc1	-17	-19	-0.2	1	-6	-5	-11	-8	-8
Cc1ccc(C(=O)c2ccccc2C(=O)OCC(=O)NCCc2ccccc2)cc1	15	3	-1.9	8	6	-11	1	10	14
COc1ccc(N2CCN(C(=O)CNS(=O)(=O)c3ccc(C)c(C)c3)CC2)cc1	-3	2	-3.2	-1	-7	1	3	8	-7

Reformatted: results already given
mol | CXCR6 block | Gli-Sufu antag | UPR CHOP act | XBP1 UPR activ | Mdm2-MdmX inh | 697 NFkB inh | EBI2 antag | CCR6 antag | Jurkat NFkB inh
CNC(=O)c1[nH]cnc1C(=O)Nc1ccc(C)cc1 | 0 | -11 | 1.1 | 5 | 13 | -19 | -11 | -1 | -10
C=CCNC(=O)CN1CCC(c2nc3ccccc3[nH]2)CC1 | 0 | 27 | -1.0 | -2 | 13 | -14 | 5 | -5 | 2
COc1ccc(-n2nc3cc(N)c(Br)cc3n2)cc1 | -16 | -33 | 8.3 | 8 | -10 | -142 | -10 | -16 | 31
CNc1ccncc1S(=O)(=O)NC | -1 | -2 | -3.5 | -2 | 18 | -5 | 3 | -15 | 2
O=C(CN1C(=O)c2ccccc2C1=O)Nc1cccnc1 | -8 | 64* | 0.0 | 0 | 13 | 15 | -8 | -2 | -4
Cc1ccc(S(=O)(=O)N(NC2=NS(=O)(=O)c3ccccc32)C(=O)c2ccccc2)cc1 | -17 | -19 | -0.2 | 1 | -6 | -5 | -11 | -8 | -8
Cc1ccc(C(=O)c2ccccc2C(=O)OCC(=O)NCCc2ccccc2)cc1 | 15 | 3 | -1.9 | 8 | 6 | -11 | 1 | 10 | 14

High-throughput results (PubChem BioAssay)
